KAT2A inh: inhibitors of human GCN5L2 histone acetyltransferase. Q92830. GCN5L2 HAT assay, ThioGlo1 CoA-SH fluorescence. Potency, µM (top dose mostly 58.9 µM), without a hit: at the highest dose activity change, negative = inhibition, actives largely listed as inhibitors. actives 0.21% (n = 390,000)
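ThioGlo1-coupled HAT assay: 20nM GCN5L2, 70uM acetyl-CoA, 75uM H3(1-25) peptide, pH 7.5. Fluorescence read at 340/540nm at start and after 20 min at room temperature.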
FEN1 inh: blocks human flap endonuclease 1; Potency, µM (titrated, usually from 114 µM), inactives show at the highest dose activity change, negative = inhibition, hits mostly inhibitors; actives 0.35% (n = 390,000); Recombinant FEN1 flap cleavage, fluorescence, 15 min; P39748; further: nearly all actives have a fitted effect of over 65% in size
Target sequence (P39748 whole entry, looked up): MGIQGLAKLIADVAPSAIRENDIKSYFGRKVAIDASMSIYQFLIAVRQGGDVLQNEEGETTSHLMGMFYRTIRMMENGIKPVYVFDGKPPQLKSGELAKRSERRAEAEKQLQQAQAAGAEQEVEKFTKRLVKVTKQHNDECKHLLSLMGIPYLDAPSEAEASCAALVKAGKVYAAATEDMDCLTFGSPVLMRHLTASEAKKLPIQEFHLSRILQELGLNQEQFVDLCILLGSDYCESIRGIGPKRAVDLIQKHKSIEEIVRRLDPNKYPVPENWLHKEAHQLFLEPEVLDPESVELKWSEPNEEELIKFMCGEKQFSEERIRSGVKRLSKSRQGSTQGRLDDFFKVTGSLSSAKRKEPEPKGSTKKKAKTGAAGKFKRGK
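Recombinant FEN1 (10 nM) was preincubated with pin-transferred compounds for 15 min at room temperature, then flap DNA substrate (50 nM final) was added. Plates were read at 0 and 15 min, and normalized concentration–response data were fitted to a four-parameter Hill equation.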
N370S GC mod: N370S glucocerebrosidase modulation, Gaucher chaperone candidate; N370S GC spleen homogenate, 4MU-glucoside fluorescence; actives 0.092% (n = 330,000); Potency, µM (titrated, usually from 59.4 µM), for the others: at the highest dose activity change, negative = inhibition, hits mostly inhibitors; P04062; AID 2101;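 further: 0% = full enzyme activity and -100% = no enzyme basal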
* = called active by the depositor; u = inconclusive; x = no result given; & = joins results of further samples; [ ] = dose if it differs, or a comment. The call rests on the fitted dose curve; in most records, active means well fitted curve in the direction sought with a large enough effect; inconclusive means small, poorly fitted or top-dose-only effect, or another doubt; inactive means no such curve, though single readings can be large; an effect the other way counts as inactive or inconclusive. Unless noted, on the % scale 0 is the no-effect control and ±100 the full control effect; potency means the concentration at half of the fitted maximal effect.

compound,KAT2A inh,FEN1 inh,N370S GC mod
COc1ccccc1Sc1nc(-c2ccccc2)ncc1OC,-7.8%,2.4%,17.4%
C/C(=N\NC(=O)c1nnn(-c2nonc2N)c1CN(C)c1ccccc1)c1cccnc1,-1.6%,-0.6%,-12.1%
CC(=O)c1c(C)[nH]c(C(=O)OCC(=O)C(C)(C)C)c1C,0.5%,-13.4%,2.1%
CN=C1N(C)C[C@@H]2[C@@H]3C(=O)N(C)C(=O)[C@@H]3[C@](Cc3ccccc3)(C(=O)OC)N12,-10.6%,7.3%,x
COc1ccc(NC(=O)CCCN2C(=O)/C(=C\c3ccco3)SC2=S)cc1,40.3%[activator],-3.9%,-7.2%
COc1ccc(CNC(=O)CCc2c[nH]c3ccccc23)cc1,-4.2%,-1.6%,-0.9%
Cc1nc2nc(C)c(NS(=O)(=O)c3ccc(CC(C)C)cc3)c(=O)n2[nH]1,-10.1%&5.0%,11.1%&17.9%,-14.1%
O=C(NCc1ccco1)C(c1cccs1)N(Cc1ccccc1)C(=O)Cn1nnc2ccccc21 (stereo not drawn),-2.7%,-17.6%,24.0%
CCOC(=O)CNc1ncc([N+](=O)[O-])cc1C#N,24.5%,7.1%,-4.3%
CCOc1cc(C=O)ccc1OCCSc1ccc(C)cc1,-9.4%,-19.5%,24.9%
Cc1oc(-c2ccc(Cl)cc2)cc1-c1nn2c(-c3ccco3)nnc2s1,-13.7%,x,-12.3%
COc1ccccc1C1C=C(c2ccccc2)Nc2nnnn21 (stereo not drawn),0.4%,2.7%,2.7%
O=C(Nc1ccc2c(c1)OCO2)c1cc(Cl)ccn1,-4.1%,2.9%,x
NS(=O)(=O)c1ccc(NC2=CC(=O)C(=O)c3ccccc32)cc1,-0.9%,-34.1%,-0.6%
O=C(COc1cccc(Cl)c1)N1CCC(c2nc3ccccc3o2)CC1,-1.7%,-10.5%,x
Cc1nc([N+](=O)[O-])cn1CC(=O)c1ccc(Br)cc1,-5.5%,-12.4%,-17.6%
COc1ccc(CN(Cc2ccc(C(=O)O)cc2)C(=S)Nc2ccccc2C)cc1OC,-6.9%,3.5%,0.1%
O=[N+]([O-])c1cccc(NC(=S)N2CCOCC2)c1,16.4%,-22.5%,10.1%
COc1cccc(NC(=O)CN(C)C(=O)c2ccccc2CCc2ccccc2)c1,-8.3%,-2.5%,-9.4%
CC(=O)c1c(C)[nH]c(C)c1C(C)=O,0.4%,-0.2%,-2.1%
CC(C)N(Cc1ccccc1)C(=O)c1cccs1,-5.2%,-6.6%,u
CN(Cc1c(C(=O)N/N=C/c2cccc(F)c2)nnn1-c1nonc1N)c1ccccc1,-5.0%,19.2%,-19.6%
O=C(CNc1cccc(C(F)(F)F)c1)N/N=C/c1cn(-c2ccccc2)nc1-c1ccccc1,-5.2%,-4.1%,-17.1%
Cc1ccc(CNC(=O)CCNS(=O)(=O)c2ccc(C)cc2)cc1,-1.4%,6.8%,3.0%
COC(=O)/C=C(\C)NC(=O)c1ccccc1Cl,-1.7%,0.1%,-0.7%
O=C(CCNC(=O)c1ccc(Br)cc1)Nc1nccs1,-1.3%,0.7%,7.3%
COc1cc(-c2nc(Cn3nnc(C(=O)Nc4ccccc4)c3C)c(C)o2)cc(OC)c1OC,-6.5%,-33.7%,x
CC1CCCCN1C(=O)CN1CCN(S(=O)(=O)c2ccc(Br)cc2Cl)CC1 (stereo not drawn),-7.6%,14.6%,x
Cc1cc(NC(=O)COn2nnc3ccccc32)no1,-6.9%,0.2%,10.6%
Cc1nnc(SCc2nc3sc4c(c3c(=O)[nH]2)CCCC4)n(N)c1=O,-0.1%,-17.3%,11.8%
Cc1ccccc1NC(=O)Nc1csc2c1CCCC2,0.6%,-5.3%,x
CCNC(=S)N1CCN(CCN=CC2=C(O)CC(C)(C)CC2=O)CC1,-12.9%,-13.6%,2.6%
CCOC(=O)/C(C#N)=C/c1ccc(-c2ccccc2)o1,-8.4%,u,x
O=C(c1ccc(CNS(=O)(=O)c2ccc(Br)cc2)cc1)N1CCCCCC1,-28.7%,-21.8%,-3.0%
CCOC(=O)c1c(NC(=O)CSc2nc3ccccc3[nH]2)sc2c1CC(C)(C)NC2(C)C,-8.0%,-15.9%,-29.0%
Clc1ccc(CSc2ccc(-c3cccs3)nn2)cc1,-4.6%,18.3%,x
Cc1cc(C)n(Cc2ccc(Cl)cc2Cl)c(=O)c1S(=O)(=O)c1ccccc1,-4.3%,3.7%,7.4%
O=C(CN1CCN(C/C=C/c2ccccc2)CC1)NCc1ccc(Cl)cc1,1.8%,-0.5%,-5.9%
O=C(CCSc1ccccc1)N1CCN(c2ccccc2F)CC1,-2.0%,-1.5%,5.7%
O=C(Nc1ccccc1)C1=C[C@H](c2ccc3c(c2)OCO3)C[C@H](OCCCCO)O1,-2.1%,11.9%,23.4%
CNC(=O)c1cc2ccccc2o1,-2.4%,-4.3%,4.2%
Cc1ccc(C)c(-n2cc(-c3ccccc3)nc2SCC(=O)Nc2ccccc2)c1,-11.2%,-1.6%,x
COc1ccc(OCC(=O)NNC(=O)c2ccc3c(=O)n4c(nc3c2)CCC4)cc1,-2.1%,-8.9%,-4.7%
CCOc1cc(C2C(C(=O)N3CCCCC3)=C(C)NC3=C2C(=O)CCC3)cc(Br)c1O (stereo not drawn),-2.8%,-2.9%,-5.5%
COc1cccc(C(=O)COC(=O)CCC(=O)c2ccccc2)c1,-4.3%,-10.5%,-17.8%
Nn1c(SCC(=O)NC2CCS(=O)(=O)C2)nnc1-c1cccs1 (stereo not drawn),-24.6%,1.2%,1.3%
CCCN(CC(=O)Nc1ccc(F)c(F)c1F)C(=O)c1ccc2c(c1)NC(=O)CS2,-10.2%,-1.0%,x
COc1ccc(C(=O)CSC2=C(C#N)C3(CCCCC3)C(C#N)=C(N)N2)cc1,-9.1%,-2.2%,-7.7%
CCCNC(=O)COC(=O)/C=C/c1ccco1,7.8%,-16.3%,4.5%
CCOc1ccc(S(=O)(=O)NCc2ccccn2)cc1,-2.2%,-11.9%,-2.3%
Cc1ccc(-n2c(C)c([N+](=O)[O-])c3ccc(O)cc32)cc1,-26.9%,x,-5.0%
O=C(COC(=O)c1n[nH]c2ccccc12)c1cccc(Br)c1,-13.6%,-13.6%,19.3%
O=C(O)c1cccc(S(=O)(=O)N2CCN(S(=O)(=O)c3ccc4ccccc4c3)CC2)c1,-2.7%,1.9%,-4.3%
CCOC(=O)c1ccc(NC(=O)COc2ccccc2CNCCO)cc1,-2.5%,-0.9%,7.6%
CCn1c(=O)n(CC)c2cc(N)ccc21,0.0%,-8.1%,-16.5%
O=C(NC1=NCCS1)c1cc(-c2ccc(-c3ccccc3)cc2)nc2ccccc12,-10.7%,3.3%,4.6%
CCC(=O)Nc1cccc(C2=NOC3(C2)C[C@@H](C(N)=O)N(C(=O)COc2ccc(Cl)cc2)C3)c1 (stereo partly drawn),-4.5%,-18.5%,1.8%
CCCC(=O)N(c1ccc2oc(C)c(C(C)=O)c2c1)S(=O)(=O)c1ccc(CC)cc1,-6.6%,-16.9%,x
O=C(Nc1ccc(N2CCCC2)cc1)C(Cl)c1ccccc1 (stereo not drawn),-8.7%,0.0%,0.0%
Oc1ccc(/C=N/Nc2nc(N3CCCC3)nc(N3CCCC3)n2)cc1O,-2.9%,-0.9%,-6.2%

Next compounds follow:
compound,KAT2A inh,FEN1 inh,N370S GC mod
Cc1cccc(C)c1OCC(=O)Nc1c(C)nn(C)c1C,-0.2%,-9.5%,-5.3%
COc1cccc(N2CCN(S(=O)(=O)c3cc4c(cc3Cl)NC(=O)CO4)CC2)c1,6.7%,-8.4%,-7.2%
S=c1[nH]nc(COc2ccccc2)n1/N=C/c1ccc(Cl)cc1Cl,-0.6%,-3.5%,2.3%
CC1CCCCC1NC(=O)COc1cccnc1[N+](=O)[O-] (stereo not drawn),0.9%,0.0%,x
O=c1c(NCc2ccccc2Cl)nccn1-c1ccccc1,0.8%,17.4%,x
COc1ccc(N=C2CCS(=O)(=O)c3sccc32)cc1,-7.7%,-4.3%,6.4%
Cc1occc1C(=O)N1CCN(C(=O)C2CCCO2)CC1 (stereo not drawn),-0.1%,-2.2%,0.2%
CCCS(=O)(=O)N1CCc2ccc(NC(=O)C3CCCO3)cc2C1 (stereo not drawn),-1.8%,11.4%,-4.2%
Cc1cc(=O)[nH]c2nnc(SCc3c(F)cccc3Cl)n12,-0.9%,-5.6%,x
Cc1ccc(OCC(=O)NNC(=O)CCC(=O)Nc2ccc(C)cc2C)cc1,-17.2%,-1.7%,1.7%
O=C(O)CCCNC(=O)Cc1ccccc1,-2.3%,-9.3%,-8.6%
CCCC1C(=O)Nc2ccccc2N1C(=O)c1ccc(C(C)(C)C)cc1 (stereo not drawn),18.2%,-21.9%,-22.4%
COc1ccccc1-c1noc(-c2ccc(NCCc3ccccc3)c([N+](=O)[O-])c2)n1,-3.2%,-8.3%,x
COc1cccc(NC(=O)C(NCCC(C)C)c2ccccc2)c1 (stereo not drawn),0.0%,-2.8%,-9.7%
CC1=NNC(=O)C1CC(=O)N/N=C/C=C/c1ccccc1 (stereo not drawn),15.0%,-1.6%,12.7%
O=C(Nc1ccc(-c2csc(Nc3ccc(Cl)cc3)n2)cc1)c1cc([N+](=O)[O-])cc(C(F)(F)F)c1,-5.8%,6.6%,0.1%
Cc1noc(C)c1C(=O)N1CCC[C@@]2(CCN(c3ccccc3)C2)C1,-3.7%,x,-0.8%
CC(C)C[C@H](NC(=O)c1cc2cc(Cl)ccc2n1C)C(=O)N1CCC(C(=O)O)CC1,10.5%,17.3%,2.4%
NC(=O)C1(C(N)=O)OC1c1ccc(Cl)cc1Cl (stereo not drawn),-13.6%,6.2%,-0.2%
NC(=O)CC(NC(=O)c1ccccc1)c1ccc(NCc2ccccc2)c([N+](=O)[O-])c1 (stereo not drawn),-6.1%,-12.7%,-0.8%
CC(C)c1ccc(/C=C/C(=O)Nc2nc3ccc([N+](=O)[O-])cc3s2)cc1,-1.1%,-11.3%,x
Cc1cccc([C@@H]2[C@@H]3C(=O)N(Cc4ccccc4)C(=O)[C@@H]3[C@]3(CC(C)C)C(=O)N(c4cccc(Br)c4)C(=O)N23)c1,-4.9%,-26.6%,-15.6%
CC(C)CCNC(=S)Nc1ccccc1F,26.5%,-5.2%,1.7%
CC(C)(C)C(=O)COC(=O)c1cc(S(=O)(=O)N2CCCCC2)ccc1N1CCOCC1,-5.6%,-6.1%,-2.4%
CCNC(=S)N/N=C(\C)c1ccc2ccccc2c1,-6.5%,x,-5.3%
COc1cc(Cl)c(NC(=O)CC(C)S(=O)(=O)c2cc3c(cc2C)NC(=O)CO3)c(OC)c1 (stereo not drawn),-2.6%,17.6%,x
Cc1ccc(-c2csc(Nc3ccc(C(=O)O)cc3)[n+]2Cc2ccccc2)cc1,-5.2%,14.3%,-4.6%
O=C(NCC(=O)N1CCCCC1)c1ccc(Cl)cc1Cl,-2.7%,-2.8%,u
COC(=O)C1C(=O)NCC1c1ccc(OC)cc1 (stereo not drawn),1.0%,6.6%,10.9%
Cc1ccc(NS(=O)(=O)c2c(F)cc(F)c(Cl)c2F)cc1S(=O)(=O)N1CCOCC1,-6.0%,3.5%,x
CCOC(=O)c1nc(C(=O)NCc2ccc(C)cc2)nc2ccccc12,0.5%,-6.7%,x
CCN(CC)c1ccc(NC(=O)c2cnc3c(-c4ccccc4)c(C)nn3c2C)c(C)c1,-2.7%,-7.1%,x

Whole records, looked up by structure. Values in the order: KAT2A inh, FEN1 inh, N370S GC mod
Profile of Cc1noc(C)c1C(=O)N1CCC[C@@]2(CCN(c3ccccc3)C2)C1 : -3.7%, x, -0.8%
Profile of CC(C)(C)C(=O)COC(=O)c1cc(S(=O)(=O)N2CCCCC2)ccc1N1CCOCC1 : -5.6%, -6.1%, -2.4%
Profile of O=C(NCC(=O)N1CCCCC1)c1ccc(Cl)cc1Cl : -2.7%, -2.8%, u

Retrieved by compound from the list above, three records:
compound,KAT2A inh,FEN1 inh,N370S GC mod
O=C(O)CCCNC(=O)Cc1ccccc1,-2.3%,-9.3%,-8.6%
Cc1occc1C(=O)N1CCN(C(=O)C2CCCO2)CC1 (stereo not drawn),-0.1%,-2.2%,0.2%
COc1ccccc1-c1noc(-c2ccc(NCCc3ccccc3)c([N+](=O)[O-])c2)n1,-3.2%,-8.3%,x

Source: PubChem
